High-throughput results from PubChem BioAssay.
CAL PDZ FP = CAL PDZ peptide-binding inhibitors, primary screen, biochemical, fluorescence polarization, Cer-tagged CAL PDZ, HTS. Golgi-associated PDZ and coiled-coil motif-containing protein (Homo sapiens), Q9HD26. purified CAL PDZ, TMR-peptide fluorescence polarization, 1 h. inhibition, % at 20 µM. 330,000 tested, 0.02% active;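 active means highest replicate inhibition of at least 40%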;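 further: plate controls were DMSO neutral control wells for no effect and unlabeled competitor peptide control wells for full effect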
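Material – purified CerCALP PDZ construct · Detection – FP readout, S and P plane fluorescence · Measure – percent inhibition from loss of millipolarization · Controls – unlabelled peptide for full inhibition, DMSO wells as neutral · Probe or stimulus – TMR-labelled reporter peptide T*-PRC34 bound in PDZ groove · Times – 1 h at RT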
AddAB inh = growth inhibition of E. coli expressing H. pylori AddAB, primary screen, AddAB inhibitor project, absorbance; 330,000 tested, 0.29% active; inhibition, % at 11.9 µM; AID 435030, 2010; in the data active means inhibition above about 12%;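 further: 0% = vehicle wells of infected cells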
PfHsp90 yeast 2 = growth inhibition of PfHsp90-expressing yeast, primary screen, antimalarial PfHsp90 inhibitor project, S. cerevisiae, BacTiter-Glo luminescence, single point, set 2; BacTiter-Glo ATP, 48 h; yeast lacking PDR1 and PDR3 efflux regulators; inhibition, % at 9.4 µM; 310,000 tested, 0.32% active;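 active means every replicate shows inhibition above about 80%, whatever the replicate mean, limit read from the data; inconclusive means mean inhibition reaches the set limit but some replicate falls short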;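 further: 0% = DMSO neutral controls and 100% = 20 µM radicicol positive controls; yeast relying on Plasmodium falciparum Hsp90 in place of its own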
PvdQ acylase = P. aeruginosa PvdQ acylase inhibitors, primary screen, biochemical, fluorescence, plate reader and imaging, single point; purified PvdQ acylase; inhibition, % at 10 µM; 340,000 tested, 0.063% active; in the data active means inhibition above about 30%, passing the limit was not always enough; inconclusive means no clear call, values can overlap the other calls;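 further: 0% = vehicle neutral wells and 100% = reference inhibitor wells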
Tat transport = E. coli Tat export inhibitors, primary screen, MC4100, TorA-mCherry reporter, fluorescence, single point | inhibition, % at 10 µM | 340,000 tested, 0.036% active;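 active means mean replicate inhibition at least 50% and at least half of replicates individually reaching 50%; inconclusive means only one of the two criteria met; inactive means neither criterion met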;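 further: exported cargo escapes ClpAP degradation while cytoplasmic cargo is degraded and loses fluorescence; 0% = median of neutral control wells and 100% = median of NaSCN control wells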
Rtt109 Vps75 = inhibitors of C. albicans Rtt109/Vps75 HAT, primary screen, biochemical, ThioGlo CoA-SH fluorescence, plate reader. purified Rtt109/Vps75, 4 h. AID 540336, 2011. Histone acetyltransferase RTT109 (Candida albicans (strain SC5314 / ATCC MYA-2876)), …. 330,000 tested, 0.16% active. inhibition, % at 34.9 µM;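 active means inhibition of at least 50% in every replicate; inconclusive means best replicate reaches 50% inhibition but some replicates fall short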
Target sequence (Q5AAJ8 whole entry, looked up): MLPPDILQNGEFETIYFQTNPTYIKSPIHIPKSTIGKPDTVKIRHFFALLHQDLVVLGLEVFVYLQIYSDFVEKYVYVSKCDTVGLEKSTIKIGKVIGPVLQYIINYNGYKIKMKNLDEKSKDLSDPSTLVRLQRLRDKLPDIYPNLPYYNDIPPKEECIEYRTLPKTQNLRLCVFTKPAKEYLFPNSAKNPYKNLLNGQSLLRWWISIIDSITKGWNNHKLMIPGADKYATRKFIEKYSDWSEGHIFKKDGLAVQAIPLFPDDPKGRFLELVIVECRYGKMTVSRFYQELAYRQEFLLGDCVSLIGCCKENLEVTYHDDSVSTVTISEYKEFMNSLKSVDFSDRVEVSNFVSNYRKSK
phage Ecoli inh = growth loss of phage-infected E. coli, primary screen, RecBCD inhibitor project, absorbance, with phage, HTS. inhibition, % at 11.9 µM. 360,000 tested, 0.26% active. AID 651602, 2012; in the data active means inhibition above about 11%
DAGLB inhibitor = DAGLB lipase inhibitors, primary screen, biochemical, fluorescence, HTS; Diacylglycerol lipase-beta (Homo sapiens), Q8NCG7; HEK293T DAGLB membrane lysate, EnzChek fluorogenic substrate; inhibition, % at 5.17 µM; 340,000 tested, 0.059% active; AID 504411, 2011; in the data active means inhibition above about 34%;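 further: 0% = enzyme with vehicle and 100% = wells lacking enzyme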
Target sequence (Q8NCG7 whole entry, looked up): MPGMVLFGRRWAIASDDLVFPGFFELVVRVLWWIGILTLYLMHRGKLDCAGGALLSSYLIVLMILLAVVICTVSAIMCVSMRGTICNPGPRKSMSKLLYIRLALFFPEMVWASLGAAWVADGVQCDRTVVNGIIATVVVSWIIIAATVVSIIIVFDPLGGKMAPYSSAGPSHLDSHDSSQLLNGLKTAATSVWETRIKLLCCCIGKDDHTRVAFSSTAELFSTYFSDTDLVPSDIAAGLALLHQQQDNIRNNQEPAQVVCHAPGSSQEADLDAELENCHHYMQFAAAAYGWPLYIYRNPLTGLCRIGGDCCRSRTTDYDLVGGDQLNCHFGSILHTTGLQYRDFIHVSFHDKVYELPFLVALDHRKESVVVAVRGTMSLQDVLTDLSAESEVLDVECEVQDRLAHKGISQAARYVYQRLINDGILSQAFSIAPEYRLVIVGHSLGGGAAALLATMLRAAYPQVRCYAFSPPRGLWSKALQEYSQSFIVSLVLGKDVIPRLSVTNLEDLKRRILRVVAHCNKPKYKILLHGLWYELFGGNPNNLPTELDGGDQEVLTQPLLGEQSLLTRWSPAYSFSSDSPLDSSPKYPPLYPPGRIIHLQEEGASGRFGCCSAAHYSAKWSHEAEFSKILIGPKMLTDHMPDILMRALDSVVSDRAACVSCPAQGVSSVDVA
Wnt bcat act = Wnt/beta-catenin pathway activators, primary screen, cell-based, plate reader, single point. Wnt/beta-catenin reporter cell assay, activator. activation, % at 9.35 µM. 300,000 tested, 1.2% active. AID 743398, 2014; in the data active means activation above about 30%, passing the limit was not always enough; inconclusive means no clear call, values can overlap the other calls;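 further: 0% = neutral control wells and 100% = positive control wells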
Ecoli viability = E. coli V3065 growth inhibition, primary screen, counter-screen for AddAB inhibitor project, absorbance, OD600. 18 h. 330,000 tested, 0.27% active. inhibition, % at 11.9 µM;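 active means inhibition above the campaign's mean inhibition across all tested compounds plus 3 SD, cut at about 9.9% in these data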;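 further: uninfected addAB+ strain grown without phage in ampicillin broth; 0% = DMSO wells and 100% = ciprofloxacin 0.95 µg/ml wells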
An asterisk follows results filed as active; ? = inconclusive; / = no result given; & = joins results of further samples. Outcome played no part in choosing rows; overall some 1.9% were active at least once.

SMILES	CAL PDZ FP	AddAB inh	PfHsp90 yeast 2	PvdQ acylase	Tat transport	Rtt109 Vps75	phage Ecoli inh	DAGLB inhibitor	Wnt bcat act	Ecoli viability
O=C(O)c1sccc1Oc1ccc(NS(=O)(=O)c2ccccc2)cc1	1.0	0.0	-6	1	0	4	0.1	-2	3	-1.7
CCN1C[C@@H]2[C@@H]3C(=O)N(Cc4ccccc4)C(=O)[C@@H]3[C@](C)(C1=O)N2C(=O)c1ccccc1	-1.0	/	21	-12	7	0	2.8	-1	0	/
CC(=O)N(C)Cc1ccc(C(=O)CCl)cc1	-0.6	-1.2	36	-16	-4	0	2.7	1	-1	-0.2
CCOC(=O)CSc1n[nH]c(NC(C)=O)n1	-2.2	-0.5	-2	-6	1	-2	5.2	-1	2	-1.2
CC(C)C[C@@H](CN=[N+]=[N-])N1CCN(C)CCC1=O	-0.5	2.3	34	-11	-2	0	0.6	2	-2	-1.2
O=C(CN1C(=O)C2CC=CCC2C1=O)Nc1ccc(S(=O)(=O)N2CCOCC2)cc1 (stereo not given)	-1.6	0.3	12	-7	5	6	1.3	0	-1	-0.2
CC(=O)Nc1ccc(NC(=O)CN(c2ccccc2Cl)S(C)(=O)=O)cc1	0.1	0.3	22	-8	-7	6	0.9	1	40*	0.2
CCCn1c(SCC(=O)Nc2sc(C)c(C)c2C#N)nnc1C(C)C	-2.1	-0.5	37	-10	-3	6	0.9	0	-3	-3.6
COc1cc(OC)cc(C(=O)NCC(=O)NC(C)c2ccccc2)c1 (stereo not given)	1.1	1.2	9	9	10	15	-1.1	-2	2	2.2
O=C(NCC(=O)N1CCCC1)c1ccc(Br)o1	/	/	-6	-9	0	-3	1.5	2	6	/
O=C1CCCC(c2ccccc2)N1 (stereo not given)	-0.8	1.5	4	6	0	-1	1.7	-2	-1	0.9
CC(C)C(=O)N(Cc1ccc(F)cc1)Cc1nc2ccccc2c(=O)[nH]1	-2.8	2.0	17	8	-3	2	4.5	0	-1	0.5
Cc1cnc(C=NNC(N)=S)c2cccc(N)c12	-1.0	/	-16	-16	1	1	1.7	-5	-3	/
COc1ccc(-c2ccc(-c3nc4ccc(C)cn4c3NC3CCCCC3)cc2OC)cc1	-0.1	-0.2	22	-17	5	13	1.6&1.3	-2	-21&-3	3.5
COc1ccc(NC(=O)c2ccccc2C(=O)N2CCCCC2)cc1	-2.7	3.2	-14	-8	-2	/	3.4	0	/	2.9
C/C(CC(=O)Nc1ccc(Cl)c(C(F)(F)F)c1)=N\NC(=O)c1ccccc1O	-0.9	2.9	0	1	1	-4	2.5	4	-24	0.5
COc1ccc(C(=O)Nc2sc3c(c2C#N)CCN(C(C)=O)C3)cc1	-1.7	1.7	6	-6	-6	-1	3.1	0	2	-1.2
COc1ccc(S(=O)(=O)N(CC(=O)N2CCOCC2)Cc2ccccc2)cc1C	/	3.0	-39	-9	18	-11	2.5	-1	/	2.6
CC(=O)c1ccc(N(CC(=O)Nc2cc(C)on2)S(=O)(=O)c2ccc(C)cc2)cc1	0.3	-0.4	/	3	-6	1	3.2	0	-4	-2.8
Nc1cc(N)nc(SCc2cc(=O)oc3cc4c(cc23)CCC4)n1	-4.2	1.7	-43	-4	4	-11	1.7	5	2	1.7

Given in CSV form: 6 of the compounds above
canonical_smiles,CAL PDZ FP,AddAB inh,PfHsp90 yeast 2,PvdQ acylase,Tat transport,Rtt109 Vps75,phage Ecoli inh,DAGLB inhibitor,Wnt bcat act,Ecoli viability
CC(C)C(=O)N(Cc1ccc(F)cc1)Cc1nc2ccccc2c(=O)[nH]1,-2.8,2.0,17,8,-3,2,4.5,0,-1,0.5
COc1ccc(NC(=O)c2ccccc2C(=O)N2CCCCC2)cc1,-2.7,3.2,-14,-8,-2,/,3.4,0,/,2.9
CCOC(=O)CSc1n[nH]c(NC(C)=O)n1,-2.2,-0.5,-2,-6,1,-2,5.2,-1,2,-1.2
COc1ccc(C(=O)Nc2sc3c(c2C#N)CCN(C(C)=O)C3)cc1,-1.7,1.7,6,-6,-6,-1,3.1,0,2,-1.2
O=C(CN1C(=O)C2CC=CCC2C1=O)Nc1ccc(S(=O)(=O)N2CCOCC2)cc1 (stereo not given),-1.6,0.3,12,-7,5,6,1.3,0,-1,-0.2
CCCn1c(SCC(=O)Nc2sc(C)c(C)c2C#N)nnc1C(C)C,-2.1,-0.5,37,-10,-3,6,0.9,0,-3,-3.6

Next entries follow:
SMILES	CAL PDZ FP	AddAB inh	PfHsp90 yeast 2	PvdQ acylase	Tat transport	Rtt109 Vps75	phage Ecoli inh	DAGLB inhibitor	Wnt bcat act	Ecoli viability
CCNS(=O)(=O)c1ccc(CCC(=O)N2CCOCC2)cc1	-0.9	3.5	0	0	-5	5	-0.7	1	0	-1.2
COc1cc(/C=N/Nc2nc3ccccc3[nH]2)cc(Br)c1OCC(=O)N(C)C	2.6	-3.5	-19	-16	-2	6	0.5	-1	-2	-3.7
Cc1cc(=O)[nH]c2c1c(=O)[nH]n2C1CC(C)N(C)CC1C (stereo not given)	-0.6	-0.3	-1	-8	-5	-3	-2.1	-2	/	-2.0
Cc1cc(C)n2c(Nc3ccc4c(c3)OCCO4)c(-c3ccccc3)nc2n1	-0.8	2.0	32	-14	6	4	2.8	1	41*	0.5
Cc1ccc(-n2c(C)cc(C=C(C#N)C#N)c2C)cc1	-0.4	-0.7	3	6	-9	3	1.8	-8	25	1.0
CCOc1ccc(N(CC(=O)N/N=C/c2cc(Br)c(C)o2)S(C)(=O)=O)cc1	0.4	-1.5	0	-6	-3	4	4.2	-3	7	-1.5
CCC1(c2ccc(Cl)cc2)NC(=O)N(CC(=O)NC2CCCC(C)C2C)C1=O (stereo not given)	-1.0	/	/	-14	-6	23	3.5	3	-2	/
CCCCn1c(C(C)NC(=O)c2cccs2)nc2ccccc21 (stereo not given)	-0.7	-0.5	15	-13	-1	-2	1.7	0	-3	-0.4
Cc1cc(C)c(OCC(=O)OCC(=O)N2CCCc3ccccc32)c(C)c1	-1.9	-2.1	9	-11	8	-7	-1.2	-1	0	-1.6
CC(=O)Nc1ccc(C(=O)NNC(=O)c2ccc(Cl)cc2Cl)cc1	-1.6	-1.4	-4	-5	-6	3	-0.4	1	0	-0.3
CN(c1ccccc1)S(=O)(=O)c1cccc(NC(=O)CSc2nncn2C)c1	-0.2	3.1	-2	-10	-13	-1	2.8	0	-2	-0.3
Cc1cnc2c(c1)C(=O)c1ccccc1-2	-0.2	1.1	-12	6	-5	9	1.4	-7	6	-1.7
COc1ccccc1CNC(=O)COC(=O)c1ccc(Cl)c(N)c1	-1.9	1.4	13	9	-3	5	1.4	1	2	1.2
FC(F)Oc1ccc(NC(=S)NNc2ccnc3cc(Cl)ccc23)cc1	-0.2	4.9	-36	5	-8	/	0.3	7	-3	1.0
COc1ccc(CNC(=S)Nc2ccccc2)cc1	-0.4	0.5	-17	-10	-8	0	3.8	0	1	-0.3
O=C(COc1ccc2c(c1)OCO2)Nc1ccccc1F	-1.0	-0.2	5	2	-2	/	4.8	-12	?	1.3
CC(C)n1c(SCC(=O)Nc2ccc3c(c2)OCO3)nc2c1c(=O)n(C)c(=O)n2C	-2.7	1.5	-9	-10	-2	0	0.8	2	/	0.0
Cc1ccc(-c2noc(CSc3nnc(-c4ccncc4)n3-c3ccc(C)cc3)n2)cc1	-0.6	2.2	-16	-12	13	1	1.9	0	/	-1.5
CNC(=O)CCC(=O)Nc1ccc(C)cc1	-2.0	3.1	/	-2	3	-1	3.3	-2	-1	-2.2
O=C(N/N=C/c1cccc2nccnc12)c1ccncc1	/	2.9	/	/	/	/	1.3	/	-1	2.3
COc1ccc(NC(=O)N2CCn3c2nc2ccccc23)cc1	-0.5	6.1	-34	-14	-4	-2	2.1	-6	-1	1.4
Cc1cc(/C=C2\SC(=S)NC2=O)c(C)n1-c1cccc(O)c1	0.2	-1.9	94*	-9	10	21	1.4	9	36*	-4.0
COc1ccc(C(=O)N/C(=C\c2ccco2)C(=O)NCc2cccnc2)cc1	-1.9	1.7	13	-1	-1	9	/	-5	/	1.3
O=C1c2cccnc2C(Nc2ccc(Br)cc2)N1Cc1cccs1 (stereo not given)	-1.6	3.2	/	9	-2	11	3.8	6	-6	1.3
O=C(O)Cn1c(O)c(C=Nc2ccccc2)sc1=S	-0.4&0.4	1.0&-0.2	67	-11&-5	-5&-3	8&-7	0.8&1.8	2&-2	-4&-2	2.4&-1.3
CC(C)(C)n1nc2c(c1NC(=O)c1ccc(F)c(F)c1)CS(=O)(=O)C2	-2.0	-0.6	20	-8	5	-4	2.3	-1	2	-1.9
O=C(OCc1cc(Cl)cc2c1OCOC2)c1cccnc1Cl	-1.9	-3.0	/	3	2	11	2.7	-7	-3	0.4
Fc1ccc2cc(-c3cccnc3)ncc2c1	0.1	0.2	-24	-4	-11	10	3.4	-1	7	0.9
CSc1ccc(N=Nc2c(C)[nH]n(C)c2=O)cc1	-0.2	-6.2	-11	0	-2	0	1.8	10	1	-2.1
S=C(Nc1ccc(Cl)cc1)NC1CCCCC1	1.1	6.2	1	0	-14	-7	2.7	-3	9	3.4
Cn1nnnc1SCC(=O)N1CCN(S(=O)(=O)c2ccccc2)CC1	-1.5	2.7	-5	-9	7	0	1.6	-1	-1	1.8
O=C(Cc1ccccc1)NCc1nc2ccccc2[nH]1	0.4	2.6	4	6	5	-6	2.7	0	1	-1.6
CCc1c(C)nc(SC)n(CC#N)c1=O	-2.0	0.6	21	-7	-19	-1	2.1	-2	2	1.1
C=CCOc1ccc(/C=C2\SC(N3CCCCC3)=NC2=O)cc1	-1.2	3.8	3	-4	-5	-4	1.5	2	-2	0.0
O=C(NCCOc1ccccc1)c1ccc2n[nH]nc2c1	0.0	1.6	11	-14	10	-9	1.9	1	30	-0.6

Single records, from the list above:
`S=C(Nc1ccc(Cl)cc1)NC1CCCCC1` is entered as CAL PDZ FP: 1.1; AddAB inh: 6.2; PfHsp90 yeast 2: 1; PvdQ acylase: 0; Tat transport: -14; Rtt109 Vps75: -7; phage Ecoli inh: 2.7; DAGLB inhibitor: -3; Wnt bcat act: 9; Ecoli viability: 3.4
`COc1ccc(NC(=O)N2CCn3c2nc2ccccc23)cc1` is entered as CAL PDZ FP: -0.5; AddAB inh: 6.1; PfHsp90 yeast 2: -34; PvdQ acylase: -14; Tat transport: -4; Rtt109 Vps75: -2; phage Ecoli inh: 2.1; DAGLB inhibitor: -6; Wnt bcat act: -1; Ecoli viability: 1.4
`CC(C)(C)n1nc2c(c1NC(=O)c1ccc(F)c(F)c1)CS(=O)(=O)C2` is entered as CAL PDZ FP: -2.0; AddAB inh: -0.6; PfHsp90 yeast 2: 20; PvdQ acylase: -8; Tat transport: 5; Rtt109 Vps75: -4; phage Ecoli inh: 2.3; DAGLB inhibitor: -1; Wnt bcat act: 2; Ecoli viability: -1.9
